Screening results from PubChem BioAssay.
GLP1R inv ag = GLP-1 receptor (human) inverse agonism | HEK293 GLP-1R CRE-luciferase, luminescence, 24 h; GLP-1R form is constitutively active | hit rate 1.6% among 410,000 | Potency, µM (highest dose often 38.3 µM), without a hit: top-dose activity change, negative = inhibition, usual class: inhibitors | AID 624417 | P43220; further: potency means the concentration at half of the fitted maximal effect; on the % scale 0 is the no-effect control and ±100 the full control effect; nearly all actives have a fitted effect of over 55% in size
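qHTS in 1536-well format: reporter HEK293 cells expressing constitutive GLP-1R activity in DMEM + 10% Nu serum, 24 hr with compounds at 37 deg C, luminescence read after 12 min with detection reagent.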
GLP1R ag = activates the human GLP-1 receptor | P43220 | HEK293 GLP-1R CRE-luciferase, luminescence, 4-6 h; cells express a hypersensitive GLP-1R form | Potency, µM (titrated, usually from 45.6 µM), without a hit: top-dose activation, hits mostly activators | hit rate 0.007% among 380,000 | AID 624172; further: potency means the concentration at half of the fitted maximal effect; % of control where 0% means no effect
aSyn rescue = rescues yeast growth from alpha-synuclein toxicity. Yeast expressing alpha-synuclein, growth rescue, BacTiter-Glo, 24 h. Potency, µM (doses to about 46.1 µM), inactives show at the highest dose growth rescue (activation), most hits filed as activators. hit rate 0.14% among 370,000. AID 652106; further: potency means the concentration at half of the fitted maximal effect; % of control where 0% means no effect; nearly all actives have a fitted effect of over 65% in size
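Galactose-induced alpha-syn yeast (OD600=0.02, raffinose-pregrown) + pinned cpd, 24 hr, 30 deg C; growth by BacTiter-Glo luminescence. Growth restoration scores as activation.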
KB-V1 MDR tox = kills drug-selected multidrug resistant KB-V1 cells; KB-V1 MDR cells viability, CellTiter-Glo, 72 h; Potency, µM (titrated, usually from 46.1 µM), for the others: at the highest dose activity change, negative = cytotoxicity, hits mostly cytotoxic; hit rate 3.4% among 400,000; AID 1347076; further: potency means the concentration at half of the fitted maximal effect; on the % scale 0 is the no-effect control and ±100 the full control effect; nearly all actives have a fitted effect of over 60% in size
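Luminescent ATP read-out (CellTiter-Glo, 10 min) measures survival of drug-selected KB-V1 MDR cells after 72 h, 37 degrees C compound exposure. Medium: phenol-red-free DMEM, 10% FBS. Values from fitted concentration-response curves.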
D3 ag = D3 dopamine receptor (human) agonism; hit rate 0.58% among 410,000; D3R DiscoveRx beta-arrestin cells, luminescence, 90 min; P35462; max activation, %; AID 652048; in the data active means max activation above about 30%; further: 0% is about no effect; mostly tested at two doses, the higher about 12 µM
Target sequence (P35462 whole entry, looked up): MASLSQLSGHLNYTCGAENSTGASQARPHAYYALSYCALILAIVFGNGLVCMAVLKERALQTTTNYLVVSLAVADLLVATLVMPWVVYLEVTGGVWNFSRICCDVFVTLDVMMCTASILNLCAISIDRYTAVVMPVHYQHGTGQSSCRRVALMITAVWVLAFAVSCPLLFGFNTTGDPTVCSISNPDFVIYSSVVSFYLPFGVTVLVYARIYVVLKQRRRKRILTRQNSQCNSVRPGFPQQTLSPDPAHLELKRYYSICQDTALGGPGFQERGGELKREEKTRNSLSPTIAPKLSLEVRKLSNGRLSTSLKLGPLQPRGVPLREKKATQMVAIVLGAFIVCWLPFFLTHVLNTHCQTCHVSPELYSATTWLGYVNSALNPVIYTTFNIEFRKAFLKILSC
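Agonist mode: compounds and dopamine controls were applied to plated cells for 90 min at 37 degrees C after an overnight attachment at 1500 cells/well. Luminescent read-out followed 30 - 60 minutes at room temperature with DiscoveRx detection reagent.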
PTHR1 ag = activates the human parathyroid hormone receptor PTHR1; HEK293 GP2 PTHR1 cells, GloSensor cAMP luminescence, 1 h; Potency, µM (series often up to 115 µM), without a hit: top-dose activation, most hits filed as activators; hit rate 0.075% among 410,000; AID 743266; further: potency means the concentration at half of the fitted maximal effect; nearly all actives have a fitted effect of over 55% in size; some results filed as inactive show a strong effect at the top dose; inactives centre near -15; many of its hits are not listed in these tables
Target sequence (Q03431 whole entry, looked up): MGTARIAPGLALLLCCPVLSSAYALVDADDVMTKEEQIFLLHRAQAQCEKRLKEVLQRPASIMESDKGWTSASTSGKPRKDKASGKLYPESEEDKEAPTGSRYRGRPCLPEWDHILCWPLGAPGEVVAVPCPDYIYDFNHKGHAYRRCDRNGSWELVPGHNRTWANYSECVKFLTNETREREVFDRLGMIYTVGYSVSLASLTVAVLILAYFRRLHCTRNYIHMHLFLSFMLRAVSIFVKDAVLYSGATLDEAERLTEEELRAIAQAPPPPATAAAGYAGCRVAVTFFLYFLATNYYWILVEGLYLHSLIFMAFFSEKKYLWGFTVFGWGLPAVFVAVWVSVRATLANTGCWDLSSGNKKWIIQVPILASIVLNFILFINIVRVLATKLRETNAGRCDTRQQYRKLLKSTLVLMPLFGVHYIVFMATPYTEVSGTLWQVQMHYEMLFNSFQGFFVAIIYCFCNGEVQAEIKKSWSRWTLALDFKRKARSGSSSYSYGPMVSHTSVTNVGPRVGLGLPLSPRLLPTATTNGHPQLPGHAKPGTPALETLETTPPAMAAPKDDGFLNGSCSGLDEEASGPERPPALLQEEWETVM
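HEK-293-derived GP2 cells expressing PTHR1 and a GloSensor cAMP reporter, 3,000/well, plated overnight, given luciferin plus IBMX (each 0.5 mM as added) for 1 h at 37 °C, then compound for 1 h at 37 °C. Luminescence was read after 15 min at room temperature.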
HEK293 tox = cytotoxicity in counter-screen for GLP-1R inverse agonists; hit rate 0.13% among 410,000; HEK293 cAMP-luciferase reporter cells, luminescence, 24 h; Potency, µM (highest dose often 38.3 µM), for the others: at the highest dose activity change, negative = inhibition, usual class: inhibitors; AID 624418;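 further: loss of luciferase light is scored as toxicity; potency means the concentration at half of the fitted maximal effect; on the % scale 0 is the no-effect control and ±100 the full control effect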
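Quantitative HTS format, 1536 wells, 200 cells/uL seeded. Compounds: 23 nL, 24 h, 37 °C. Detection: luciferase reagent, luminescence at 12 min RT; decreased signal taken as cytotoxic.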
TDP43 rescue = inhibitors of TDP-43 toxicity in yeast. Potency, µM (highest dose often 46.1 µM), without a hit: at the highest dose growth rescue (activation), hits mostly activators. hit rate 1.8% among 410,000. TDP-43 expressing yeast growth rescue, BacTiter-Glo, 24 h; further: potency means the concentration at half of the fitted maximal effect; % of control where 0% means no effect; nearly all actives have a fitted effect of over 50% in size
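Growth rescue of TDP-43-toxic yeast measured as ATP luminescence (BacTiter-Glo). Cells grown to mid-log in raffinose, induced in galactose at OD600=0.02, exposed to compound 24 hr at 30 deg C.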
DRD3 antagonist = blocks the human D3 dopamine receptor. P35462. D3R cells, DiscoveRx beta-arrestin luminescence, antagonist mode; active compounds read low. max response, negative = inhibition, %. hit rate 2.5% among 360,000. AID 652054; in the data active means max response below about -50%; inconclusive means no clear call, values can overlap the other calls; further: on the % scale 0 is the no-effect control and ±100 the full control effect; mostly tested at two doses, the higher about 12 µM
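Cells expressing the human receptor were seeded at 1500 cells/well, incubated overnight at 37 degrees C in 5% CO2, then exposed to library compounds with dopamine controls for 90 minutes at 37 degrees C before luminescent detection.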
* hit, by the source's call; i = inactive; ? = inconclusive; / = not tested or not shown; [ ] = remark or other dose. Unless noted, the call rests on the fitted dose curve; in most records, active means well fitted curve in the direction sought with a large enough effect; inconclusive means small, poorly fitted or top-dose-only effect, or another doubt; inactive means no such curve, though single readings can be large; an effect the other way counts as inactive or inconclusive. This is a subset; count on the stated rates, not on these rows.

Compound | GLP1R ag | DRD3 antagonist | GLP1R inv ag | aSyn rescue | PTHR1 ag | KB-V1 MDR tox | TDP43 rescue | HEK293 tox | D3 ag
COc1cccc2cc(C(=O)C3=C(O)C(=O)N(CCN4CCOCC4)C3c3cccc(Cl)c3)oc12 (stereo not given) | 3% | ? | -7% | -2% | -8% | ? | -5% | -7% | -11
COc1ccc(CC(=O)OCC(=O)N2CCCc3ccccc32)cc1 | -1% | -23 | -7% | 2% | i | 0% | 34% | 6% | 1
CCOC(=O)C1CCCN(C(=O)COc2ccc(S(=O)(=O)N3CCOCC3)cc2)C1 (stereo not given) | -7% | 11 | 13% | 4% | -17% | ? | 25% | 1% | -2
COc1ccc(CCc2nnc(CCC(=O)N(C)Cc3ccncc3C)o2)cc1 | -2% | -2 | -3% | -9% | -6% | 23% | 6% | -2% | -4
COc1ccc(C(CNC(=O)CNC(=O)c2cccc(F)c2)N2CCOCC2)cc1 (stereo not given) | ? | -2 | 2% | -2% | -10% | 3% | 21% | -2% | -11
Cc1ccc(S(=O)(=O)N(C)c2cc(S(N)(=O)=O)c(C)cc2C)cc1 | 6% | -3 | ? | 1% | i | -11% | -13%[1.82 µM] | -8% | 13
Cc1cc(Cl)cc(C)c1OCCCCN1CCOCC1 | -10% | -58* | -27% | 1% | i | ? | -18% | 4% | -16
Cc1ccc(S(=O)(=O)NCCC(=O)NCc2ccc(Cl)cc2)cc1C | 3% | 11 | -21% | -9% | -20% | 9% | 13% | 9% | 0
COCCOc1nc2c(c(=O)n(C)c(=O)n2C)n1CCc1ccccc1 | 6% | 13 | 2% | 0% | -9% | 0% | 2% | 2% | -5
FC(F)(F)c1cccc(-c2nn[nH]n2)c1 | 4% | 8 | -1% | -6% | -15% | 23% | -8% | 11% | 2
CSc1ncc(C(=O)Nc2ccc(F)cc2F)c(-c2ccccc2)n1 | / | / | -1% | / | -24% | 0% | 14% | 26% | -1
CC(=O)n1cc([C@H]2C=C(C(=O)N3CCN(Cc4ccc5c(c4)OCO5)CC3)O[C@@H](OCCCCO)C2)c2ccccc21 | 5% | 1 | ? | -2% | 21% | -2% | 1% | -10% | -29
Cc1ccc(C(=O)C2C(c3cccs3)NC(=O)NC2(O)C(F)(F)F)cc1 (stereo not given) | -9% | -1 | 1% | -6% | i | 13% | -1% | -9% | 7
CCOC(=O)c1c(S(=O)(=O)N2CCC(C(=O)NCc3cccc(C)c3)CC2)c(C)n(C)c1C | / | / | -2% | / | i | 0% | 14% | -4% | 5
CN(Cc1ccccc1)C(=O)CN1C(=O)NC(C)(c2ccc(Cl)cc2)C1=O (stereo not given) | 12% | 23 | ? | -1% | -7% | -1% | -11% | -10% | 12
Cc1ccc(CNC(=O)C23CN(Cc4ccccc4)CC2C(c2ccc([N+](=O)[O-])cc2)=NO3)cc1 (stereo not given) | -2% | -14 | ? | 0% | -9% | -3% | 6% | 3% | 9
Cc1ccc2cccc(SCC(=O)NCC#N)c2n1 | 0% | -5 | 5% | 4% | 21% | 10% | 8% | 22% | 2
Oc1ccccc1Cn1c(-c2ccccc2O)nc2ccccc21 | 0% | ? | 0% | 3% | -23% | -17% | 14% | -2% | -1
Cc1sc2ncn(CC(=O)NCc3ccco3)c(=O)c2c1-c1ccc(F)cc1 | 1% | 9 | -14% | 1% | i | -30% | -17% | -1% | 2
COc1ccc(-c2nc(CS(=O)(=O)CC(=O)NCc3cccc(Br)c3)c(C)o2)cc1 | 5% | 8 | 9% | -4% | -74% | -3% | 12% | 11% | 1
COc1ccccc1N1CC(C(=O)Nc2nnc(SCc3cccnc3)s2)CC1=O (stereo not given) | 5% | -3 | 15% | -1% | i | / | -6% | 9% | -9
CC(C)(C(=O)N1CCC1(C)C(=O)NS(=O)(=O)c1ccc(C#N)cc1)c1ccccc1 (stereo not given) | -7% | -19 | 11% | 0% | i | 5% | 1% | 0% | -5
O=C(Cc1ccc(Cl)cc1)Nc1ccc2oc(=O)ccc2c1 | 9% | -7 | -25% | -7% | -5% | -3% | -17% | -2% | -2
O=C(c1cc(-c2ccco2)nn1-c1cccc(Cl)c1)N1CCCCC1 | -5% | -8 | -3% | 1% | i | ? | -15% | -12% | 1
CCCN=C(Nc1ccc(Cl)cc1)c1cccnc1 | -10% | 19 | 0% | 1% | i | 8% | -10% | -25% | 10
CCC(CC)NC(=O)CSc1nnc(-c2c[nH]c3ccccc23)o1 | 12% | 4 | 1% | 10% | i | -2% | -16%[9.22 µM] | -1% | 4
Cn1c(=O)oc2cc(S(=O)(=O)N3CCC(C(=O)N4CCN(c5cccc(Cl)c5)CC4)CC3)ccc21 | 0% | / | -6% | / | -19% | -8% | -2% | 7% | 9
Cc1ccc(N2CC(=O)N(c3ccc(C)cc3)CC2=O)cc1 | 1% | -2 | -14% | -4% | i | 7% | 0% | 17% | -19
O=C(Nc1ccccc1N1CCN(C(=O)c2ccc(Cl)cc2)CC1)c1ccc(Br)cc1 | 1% | -3 | -13% | -3% | ? | ? | -26% | -11% | -4
Cc1cc(N=CC2=C(O)CCCC2=O)no1 | -10% | 2 | 6% | 11% | i | 14% | 27% | -4% | 4

Whole records as entered above. Screens in order: GLP1R ag	DRD3 antagonist	GLP1R inv ag	aSyn rescue	PTHR1 ag	KB-V1 MDR tox	TDP43 rescue	HEK293 tox	D3 ag
`CCC(CC)NC(=O)CSc1nnc(-c2c[nH]c3ccccc23)o1` is entered as 12%	4	1%	10%	i	-2%	-16%[9.22 µM]	-1%	4
`Cn1c(=O)oc2cc(S(=O)(=O)N3CCC(C(=O)N4CCN(c5cccc(Cl)c5)CC4)CC3)ccc21` is entered as 0%	/	-6%	/	-19%	-8%	-2%	7%	9
`Cc1sc2ncn(CC(=O)NCc3ccco3)c(=O)c2c1-c1ccc(F)cc1` is entered as 1%	9	-14%	1%	i	-30%	-17%	-1%	2
`O=C(Nc1ccccc1N1CCN(C(=O)c2ccc(Cl)cc2)CC1)c1ccc(Br)cc1` is entered as 1%	-3	-13%	-3%	?	?	-26%	-11%	-4
`Cc1ccc(CNC(=O)C23CN(Cc4ccccc4)CC2C(c2ccc([N+](=O)[O-])cc2)=NO3)cc1` (stereo not given) is entered as -2%	-14	?	0%	-9%	-3%	6%	3%	9

(further entries)
Compound | GLP1R ag | DRD3 antagonist | GLP1R inv ag | aSyn rescue | PTHR1 ag | KB-V1 MDR tox | TDP43 rescue | HEK293 tox | D3 ag
CC(CCc1ccccc1)NC(=O)CCNC(=O)c1ccccc1Cl (stereo not given) | -7% | 0 | -25% | 3% | -1% | -12% | 22% | -4% | -2
O=C(NNC(=O)c1ccccc1[N+](=O)[O-])c1ccco1 | 2% | -4 | 20%[7.66 µM] | -4% | i | -1% | 3%[9.22 µM] | -2%[7.66 µM] | 1
COCCCNCCCOc1ccc(C)cc1Br | 0% | -73* | -5% | -7% | i | ? | 0% | 4% | -20
CC1CCC2(CC1)NC(=O)N(CC(=O)N1c3ccccc3CC1C)C2=O (stereo not given) | -3% | ? | -15% | 1% | i | / | -5% | 5% | -17
CCOC(=O)C1CCCN(c2c(Nc3cccc(C)c3)c(=O)c2=O)C1 (stereo not given) | 0% | -27 | -2% | -6% | i | 24% | 24% | 4% | -1
Cc1ccc(NS(=O)(=O)c2cccs2)nc1 | -2% | -5 | 27% | -3% | i | ? | 0% | -8% | -1
COc1ccc(NS(=O)(=O)c2ccc3[nH]c4c(c3c2)CCCCCC4)cc1 | / | / | ? | / | -17% | -21% | 13% | -4% | 0
O=C(COC(=O)c1cc(S(=O)(=O)N2CCOCC2)c(Cl)cc1Cl)NC1CC1 | -9% | 0 | 16% | -5% | i | -4% | 6% | 14% | 5
COC(=O)c1c(NC(=O)CC2SC(N)=NC2=O)sc2c1CCC(C)C2 (stereo not given) | 19% | 3 | 83%[activator] | -1% | -16% | 6% | 1% | -6% | 2
CC(C)(C)C1CCC(OCC(O)CN2CCCC2)CC1 (stereo not given) | 3% | 3 | -35% | -9% | i | 0% | 2% | -5% | -9
COCCCNC(=O)/C(C#N)=C1\N=C(NC(=O)c2cccs2)c2ccccc21 | -1% | 9 | 35%[activator] | 5% | -1% | -7% | 14% | 4% | 15
CCC(=O)Nc1c2c(nn1-c1ccccc1C)CSC2 | -17% | -10 | 16% | 1% | i | -11% | -9% | 17% | -2
O=C(Nc1ccc(Cl)cc1)c1cc(S(=O)(=O)NC2CCCCCC2)ccc1F | / | / | ? | / | -16% | / | ? | -28% | -23
CCCC[n+]1ccn(C2=C([O-])c3ccccc3C(=O)/C2=N\S(=O)(=O)c2ccccc2)c1 | -12% | ? | -28% | -2% | -16% | 9% | 1% | ? | -3
O=C(O)c1cccc(-n2c(-c3cnccn3)n[nH]c2=S)c1 | 2% | -18 | -1% | 1% | -14% | 3% | -8% | -4% | 4
CS(=O)(=O)N1CCN=C1SCc1cccc(F)c1 | 18% | 20 | 5% | 1% | -14% | ? | 23% | 0% | 7
O=C(/C=C/c1ccc([N+](=O)[O-])cc1)OCC(=O)c1ccc[nH]1 | -3% | -24 | 2% | -23% | -23% | / | -17% | 9% | -16

3 entries out of the list, sorted by SMILES length, ascending:
Compound | GLP1R ag | DRD3 antagonist | GLP1R inv ag | aSyn rescue | PTHR1 ag | KB-V1 MDR tox | TDP43 rescue | HEK293 tox | D3 ag
O=C(O)c1cccc(-n2c(-c3cnccn3)n[nH]c2=S)c1 | 2% | -18 | -1% | 1% | -14% | 3% | -8% | -4% | 4
COc1ccc(NS(=O)(=O)c2ccc3[nH]c4c(c3c2)CCCCCC4)cc1 | / | / | ? | / | -17% | -21% | 13% | -4% | 0
CCCC[n+]1ccn(C2=C([O-])c3ccccc3C(=O)/C2=N\S(=O)(=O)c2ccccc2)c1 | -12% | ? | -28% | -2% | -16% | 9% | 1% | ? | -3
